Screening data: PubChem, Broad Institute
ERp5 inh: inhibitors of human ERp5 | ERp5 insulin aggregation, absorbance 650 nm, 90 min | Q15084 | 350,000 tested, 0.05% active | inhibition, % at 9.99 µM;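 active means mean replicate inhibition above about 25%, with every replicate also reaching it, limit read from the data, passing the limit was not always enough; inconclusive means only one of those two criteria met; inactive means neither criterion met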
C2C12 statin: protects C2C12 myotubes from simvastatin toxicity; rescue of ATP level, % at 7.49 µM; 330,000 tested, 0.78% active; ATP luminescence, 48 h; scaled: DMSO 0, geranylgeraniol control 100;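 active means mean ATP rescue above about 67%, or every replicate alone reaching that limit, limit read from the data, passing the limit was not always enough; inconclusive means no clear call, values can overlap the other calls; inactive means mean under the limit and some replicate under it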;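 further: myotubes were challenged with 10 µM simvastatin during compound exposure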
E-selectin induc: E-selectin induction on HUVECs; P16581; HUVEC E-selectin immunofluorescence imaging; normalized: neutral wells 0, TNF-alpha wells 100; activation, % at 7.58 µM; 260,000 tested, 0.37% active;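 active means mean E-selectin-positive cell signal at least 10% of the positive control, reached in at least 60% of replicates, without over 20% cell loss; inconclusive means no rule given, readout overlaps actives, possibly toxicity-flagged; inactive means the rest, including those meeting only one limit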;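 further: in these data hits start at about 27%; measured in HUVEC primary endothelial cells; signal is the percent of cells scored E-selectin positive by PE staining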
Target sequence (P16581 whole entry, looked up): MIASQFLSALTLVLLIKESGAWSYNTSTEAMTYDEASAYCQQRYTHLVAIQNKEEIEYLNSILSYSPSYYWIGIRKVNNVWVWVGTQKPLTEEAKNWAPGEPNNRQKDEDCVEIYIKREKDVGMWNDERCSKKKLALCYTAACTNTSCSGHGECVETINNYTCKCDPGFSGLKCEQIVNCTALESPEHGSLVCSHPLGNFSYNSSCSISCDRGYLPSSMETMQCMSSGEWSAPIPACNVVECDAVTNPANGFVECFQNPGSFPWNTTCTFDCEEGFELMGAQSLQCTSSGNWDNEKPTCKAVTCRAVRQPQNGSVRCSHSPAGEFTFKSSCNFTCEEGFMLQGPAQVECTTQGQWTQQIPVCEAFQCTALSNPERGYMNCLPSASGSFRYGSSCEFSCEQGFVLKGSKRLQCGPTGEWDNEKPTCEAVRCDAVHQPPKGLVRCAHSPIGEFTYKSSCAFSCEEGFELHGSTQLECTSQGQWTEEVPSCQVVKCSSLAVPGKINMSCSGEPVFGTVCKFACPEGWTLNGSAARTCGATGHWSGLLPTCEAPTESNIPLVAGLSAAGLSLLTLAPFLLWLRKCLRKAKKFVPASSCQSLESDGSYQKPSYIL
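Read-out basis: % PE-positive cells; Test system: HUVEC primary endothelial cells; Technique: immunofluorescence imaging; Dosing: single-point compound dose.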
SIRT5 inh: blocks human SIRT5 desuccinylation of peptide. Purified SirT5, succinyl-peptide AMC, trypsin-coupled fluorescence. inhibition, % at 15 µM. 330,000 tested, 1.1% active. AID 652115; in the data active means inhibition above about 15%; inconclusive means no clear call, values can overlap the other calls
PglD DTNB: blocks C. jejuni PglD acetyltransferase activity; purified PglD enzyme, DTNB colorimetric CoA detection; inhibition, % at 12.5 µM; 360,000 tested, 0.098% active; in the data active means inhibition above about 16%, passing the limit was not always enough; inconclusive means no clear call, values can overlap the other calls; further: strong numbers were not always called active
S100A4 MyoIIA: inhibitors of human S100A4 binding to myosin IIA peptide; S100A4/TAMRA-MyoIIA peptide fluorescence polarization; inhibition, % at 10.7 µM; 360,000 tested, 0.14% active;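 active means mean inhibition of at least 70% across replicates, with every replicate also reaching that level; inconclusive means mean inhibition reaches 70% but some replicates fall short; inactive means mean inhibition below 70%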
Target sequence (P26447 whole entry, looked up): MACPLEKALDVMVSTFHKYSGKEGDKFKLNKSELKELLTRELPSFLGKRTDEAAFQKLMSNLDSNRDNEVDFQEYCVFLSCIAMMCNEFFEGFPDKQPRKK
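Test system – S100A4 monomer (human) · Compound – single-point compound testing · Schedule – 5 min incubation before reading · Probe or stimulus – TAMRA-labelled myosin IIA heavy-chain peptide probe, 5 nM · Benchmarks – neutral control DMSO, positive control TFP · Medium – Calcium-containing HEPES buffer, pH 7.2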
DENV2 CPE: DENV2-induced cell death inhibition | DENV2-infected cells, cytopathic effect rescue, plate reader | CPE inhibition, % at 9.99 µM | 350,000 tested, 1.7% active | AID 651640; in the data active means CPE inhibition above about 20%, passing the limit was not always enough; inconclusive means no clear call, values can overlap the other calls; tested in BHK-21 cells;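 further: 0% = median of neutral control wells and 100% = median of positive control wells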
An asterisk follows results filed as active; ? = inconclusive; nt = no result given. This is a subset; the hit share may differ from the screen's.

SMILES	ERp5 inh	C2C12 statin	E-selectin induc	SIRT5 inh	PglD DTNB	S100A4 MyoIIA	DENV2 CPE
Cc1cc(C(=O)Nc2cccc3c2O[C@@H](CN(C)S(=O)(=O)c2ccccc2)[C@H](C)CN([C@H](C)CO)C3=O)n(C)n1	-6	-15	0.0	4	0	-3	-22
O=C(N/N=C/c1ccc(-c2ccccc2[N+](=O)[O-])o1)c1cccnc1	1	nt	nt	4	3	10	nt
CN(C)CC(=O)N1[C@@H](CO)[C@@H](c2ccccc2)C12CN(CCC(F)(F)F)C2	1	nt	-0.1	-3	nt	2	4
Cc1ccc(NC(=O)CN(C)C(=O)c2cccc(S(=O)(=O)NCc3cccs3)c2)cc1	5	-5	0.6	-11	5	-4	?
Cc1ccc(S(=O)Cc2ccc(C(=O)N3CCN(C4CCCCC4)CC3)o2)cc1 (centres undefined)	8	18	nt	-3	-6	-8	9
COc1ccc(CCNC(=O)COC(=O)c2cnc(Cl)c(Cl)c2)cc1	-1	3	2.0	-5	6	-11	18
CCCNC(=O)C(Cc1ccccc1)NC(=O)c1cccc([N+](=O)[O-])c1 (centres undefined)	1	-5	3.6	nt	-3	-1	nt
C[C@H](CO)N1C[C@H](C)[C@@H](CN(C)C(=O)Nc2cccc3ccccc23)Oc2ccc(N(C)C)cc2C1=O	1	22	4.1	-1	0	-5	34*
CO[C@@H]1CN(C)C(=O)c2cc(NC(=O)C3CC3)ccc2OC[C@H](C)N(CCC(F)(F)F)C[C@@H]1C	-4	17	0.2	-5	1	-5	-4
CC(C)C(=O)Nc1ccc2c(c1)C(=O)N(C)[C@@H]1CC[C@@H](CC(=O)Nc3ccccc3)O[C@@H]1CO2	4	nt	0.1	-3	nt	6	?
CN(C)CCNC(=S)Nc1ccc(Br)cc1	0	0	nt	-3	nt	-2	13
Cc1noc(C)c1S(=O)(=O)Nc1ccc2c(c1)C(=O)N([C@H](C)CO)C[C@H](C)[C@@H](CN(C)S(=O)(=O)c1cccs1)OCCCC[C@@H](C)O2	nt	1	nt	nt	-4	nt	-4
COc1cc(Cl)ccc1OCc1cc(C(=O)NCC(C)c2ccccc2)no1 (centres undefined)	-2	5	1.1	2	-2	2	2
CN1CCN(CC(=O)N2N=C(c3cccs3)CC2c2ccco2)CC1 (centres undefined)	-6	nt	nt	0	0	10	-13
C[C@@H]1CN([C@H](C)CO)S(=O)(=O)c2ccc(C3=CCCCC3)cc2O[C@H]1CN(C)C(=O)c1ccccc1	-5	-71	0.6	3	0	-24	0
O=C(CN1C(=O)c2ccccc2C1=O)Nc1cccc2cccnc12	-3	19	0.9	0	3	-1	4
O=C(c1ccc(F)cc1)C1CCN(Cc2ccccc2)CC1	-4	-10	-0.1	1	5	-4	-6
O=C(NCCCCCCNC(=O)c1cccs1)c1cccs1	-1	nt	nt	-2	nt	4	-8
CC(=O)N[C@H]1C=C[C@H](CC(=O)NCc2ccc(Cl)cc2)O[C@H]1CO	-5	-6	-0.3	-4	3	-7	32*
O=C(Cn1ncc2c3ccccc3n(Cc3ccccc3)c2c1=O)NCc1ccccn1	2	-6	nt	0	4	3	1

Other results.
SMILES	ERp5 inh	C2C12 statin	E-selectin induc	SIRT5 inh	PglD DTNB	S100A4 MyoIIA	DENV2 CPE
COc1ccc(OCCNC(=O)c2ccc3nc(C)c(N(C)C(=O)CCc4ccccc4)n3c2)cc1	5	-7	-1.0	nt	1	1	19
NCCSc1c(-c2ccccc2)[nH]c2ccccc12	8	2	-0.2	-2	1	22	-8
Cc1cc(C)cc(OCC(=O)Nc2cnn(CCCC(=O)O)c2)c1	3	nt	-1.2	-3	3	0	-6
CC(C)(C)OC(=O)N1CC2Cc3[nH]c(=O)ccc3C(C2)C1 (centres undefined)	nt	-6	-1.0	nt	2	nt	nt
COc1ccccc1C(=O)NC(CCSC)C(=O)N1CCN(C/C=C/c2ccccc2)CC1 (centres undefined)	-4	13	0.6	0	5	-1	-6
O=C(COc1ccc(-n2cnnn2)cc1)Nc1ccc(F)c(F)c1F	-9	-1	1.3	-2	7	0	-4
CCN(CC)C(=O)C1=C(C)N(CCC2=CCCCC2)C(=O)C(CC(=O)NCc2cccs2)C1 (centres undefined)	-2	-11	4.2	0	-3	17	9
C[C@@H]1CN([C@H](C)CO)C(=O)c2cccc(NS(C)(=O)=O)c2O[C@@H]1CN(C)C(=O)Nc1ccc(F)cc1	-7	-12	-0.1	5	1	-4	1
Cc1ccccc1NC(=O)Cc1nc(-c2c[nH]c(C(=O)N3CCCC3)c2)cs1	-2	-41	-0.5	-25	3	10	4
Cc1ccc(S(=O)(=O)Nc2cccc3c2O[C@@H](CN(C)S(=O)(=O)c2ccc(Cl)cc2)[C@H](C)CN([C@H](C)CO)C3=O)cc1	4	nt	0.1	3	nt	4	8
C=CCn1c(SCC(=O)NCCCC(=O)OCC)nc2scc(-c3ccco3)c2c1=O	4	nt	-0.1	-4	nt	-3	-4
CC(C)C(=O)NC(=O)[C@@H]1CCCN1C(=O)/C=C/c1ccccc1	0	20	-0.1	4	-3	18	-12
O=C(O)c1ccc(Cn2cnc3c(=O)[nH]cnc32)cc1	-3	-4	0.0	-17	-4	0	?
Cn1c(CNC2CCCCC2)nc2ccccc21	-9	nt	nt	0	nt	14	nt
COc1ccc(CCNC(=O)COC(=O)Cc2cc(OC)c(OC)c(OC)c2)cc1	6	nt	nt	-7	nt	-3	12
CCCCNC(C(=O)Nc1cccc(S(=O)(=O)N2CCOCC2)c1)c1ccccc1 (centres undefined)	-2	nt	-0.1	0	nt	-5	3
Cc1cccn2cc(-c3cccc(S(=O)(=O)N4CCCCC4)c3)nc12	-1	nt	0.8	0	2	4	5
COc1cccc(-c2ccc(C3[C@H]4CNC[C@@H]3N4S(=O)(=O)Cc3ccccc3)cc2)c1 (some centres undefined)	11	nt	0.3	0	nt	-8	2
CCOc1ccc(S(=O)(=O)N2CCN(c3ccc(C)cc3C)CC2)cc1	-5	11	nt	1	-6	-2	4
CCOC(=O)NC(=O)COC(=O)c1ccc(Sc2ncn[nH]2)c([N+](=O)[O-])c1	4	nt	nt	-5	nt	2	-5

Taken from the listing (2 entries):
SMILES	ERp5 inh	C2C12 statin	E-selectin induc	SIRT5 inh	PglD DTNB	S100A4 MyoIIA	DENV2 CPE
CCN(CC)C(=O)C1=C(C)N(CCC2=CCCCC2)C(=O)C(CC(=O)NCc2cccs2)C1 (centres undefined)	-2	-11	4.2	0	-3	17	9
C[C@@H]1CN([C@H](C)CO)C(=O)c2cccc(NS(C)(=O)=O)c2O[C@@H]1CN(C)C(=O)Nc1ccc(F)cc1	-7	-12	-0.1	5	1	-4	1

(next part)
SMILES	ERp5 inh	C2C12 statin	E-selectin induc	SIRT5 inh	PglD DTNB	S100A4 MyoIIA	DENV2 CPE
O=C(C[C@H]1C=C[C@H](NC(=O)c2cccnc2)[C@@H](CO)O1)NCc1ccc(Cl)c(Cl)c1	-1	11	-0.5	12	23	1	-14
CN(C)C(=O)c1ccc(-c2ccc([C@H]3[C@@H](CO)N4CCCCN(C(=O)C5CCC5)C[C@@H]34)cc2)cc1	-2	nt	nt	-1	-40	1	-1
COC(=O)c1c(NC(=O)COC(=O)CNC(=O)C2CCCCC2)sc(C)c1C	1	9	5.8	-4	7	14	-3
COc1ccc(OC)c(NC(=O)CCn2c(=S)[nH]c3ccccc3c2=O)c1	nt	37	-1.9	-3	2	1	1
Nc1nnnn1CC(=O)N/N=C/c1ccccn1	0	nt	nt	0	-4	0	-1
COc1cccc(Cn2nc(C(=O)O)c3ccccc3c2=O)c1	6	11	nt	-2	-7	-16	nt
OC[C@H]1[C@H](c2ccc(-c3cccnc3)cc2)[C@H]2CN(Cc3ccccn3)CCCCN21	3	-8	-0.2	16*	7	1	3
CON(C)C(=O)CC(CNC(=O)OC(C)(C)C)c1ccc(Cl)cc1 (centres undefined)	-4	-1	-0.1	21*	-4	15	-9
C=CCNC(=O)C1CCN(c2cc(C)nc(-c3ccccc3)n2)CC1	0	2	nt	-6	nt	17	-9
CO[C@H]1CN(C)C(=O)c2cc(NC(=O)c3cnccn3)ccc2OC[C@H](C)N(CCc2ccccc2)C[C@H]1C	10	-3	-0.2	nt	2	-7	10
COc1cc(OC)cc(C(=O)NNC(=O)CNC(=O)c2ccc(Br)o2)c1	7	13	0.2	1	-1	11	5
COc1ccc(OC)c(NS(=O)(=O)c2ccc(-n3cccn3)cc2)c1	-10	-2	nt	-2	9	-2	9
Cc1c(C)c2ccc(OCC(=O)NCc3ccccn3)cc2oc1=O	-2	27	-0.7	-10	-4	5	-1
CC(=O)C1=C(C)N(Cc2ccc(F)cc2)C(=S)NC1c1cccc(F)c1 (centres undefined)	-1	nt	0.0	1	nt	11	-14
Nc1cc2c(cc1[N+](=O)[O-])OCO2	2	nt	0.0	1	nt	-3	-1
Oc1ccccc1C=NN=CC=Cc1ccccc1	-3	nt	0.9	nt	nt	-12	7
C=CCNC(=O)CSCc1ccc(Br)cc1	0	nt	-0.1	-2	nt	-2	6
CN(C)C(=O)c1ccc(-c2ccc([C@@H]3[C@H](CO)N4CCCCN(Cc5cncnc5)C[C@@H]34)cc2)cc1	-1	nt	0.3	0	0	-4	2
CN1c2ccc(C3=CCCCC3)cc2[C@@H]2[C@@H](CCN2S(=O)(=O)c2ccccc2F)[C@H]1CO	-2	33	0.1	3	2	-1	-4
C[C@@H]1CN([C@H](C)CO)C(=O)c2c(c3ccccc3n2C)-c2ccccc2CO[C@H]1CN(C)Cc1ccc(C(=O)O)cc1	5	-12	0.1	-4	-4	-12	-1

Additional records.
SMILES	ERp5 inh	C2C12 statin	E-selectin induc	SIRT5 inh	PglD DTNB	S100A4 MyoIIA	DENV2 CPE
COc1ccc(-c2c([C@H]3[C@@H]4C=CCC[C@@]4(C)C(=O)N3Cc3ccccc3)ccc3ccccc23)cc1OC	-3	-13	0.0	1	-3	-1	1
CCC1CCCCN1C(=O)CCn1ccnc1 (centres undefined)	4	nt	0.1	-5	nt	2	-1
CC1CN(C(=O)Cn2cc(S(=O)(=O)CC(=O)N(C)c3ccccc3)c3ccccc32)CC(C)O1 (centres undefined)	1	nt	-0.1	3	0	1	0
Cc1cccc(Nc2nc(N)c([N+](=O)[O-])c(NCc3ccccc3)n2)c1	-1	nt	nt	6	1	-2	7
CCc1nc2ccc(C(=O)NCCN3CCOCC3)cn2c1N(C)Cc1ccc(OC)cc1	8	8	nt	-3	0	4	-2
COc1cccc(COC(=O)c2nn(-c3ccccc3)nc2N)c1	1	4	nt	-2	-6	-10	-1
O=c1c(Cl)c(N2CCNCC2)cnn1C12CC3CC(CC(C3)C1)C2	2	nt	-1.9	2	nt	-6	-1
